Source: PubChem
ALDH1A1 inh: qHTS Assay for Inhibitors of Aldehyde Dehydrogenase 1 (ALDH1A1). Aldehyde dehydrogenase 1A1 (Homo sapiens), P00352. Potency, µM (titrated, usually from 75.3 µM), for the others: at the top dose activity, negative = inhibition, usual class: inhibitors. Purified ALDH1A1, NADH fluorescence, propionaldehyde substrate. 7.3% of 220,000 active. AID 1030, 2008; active means well fitted inhibition curve with a large enough effect, not every such curve was filed as active; inconclusive means small, poorly fitted or top-dose-only effect, or another doubt; inactive means no such curve, though single readings can be large or run the other way;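 further: plate controls were no enzyme wells and a reference inhibitor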
Target sequence (P00352 whole entry, looked up): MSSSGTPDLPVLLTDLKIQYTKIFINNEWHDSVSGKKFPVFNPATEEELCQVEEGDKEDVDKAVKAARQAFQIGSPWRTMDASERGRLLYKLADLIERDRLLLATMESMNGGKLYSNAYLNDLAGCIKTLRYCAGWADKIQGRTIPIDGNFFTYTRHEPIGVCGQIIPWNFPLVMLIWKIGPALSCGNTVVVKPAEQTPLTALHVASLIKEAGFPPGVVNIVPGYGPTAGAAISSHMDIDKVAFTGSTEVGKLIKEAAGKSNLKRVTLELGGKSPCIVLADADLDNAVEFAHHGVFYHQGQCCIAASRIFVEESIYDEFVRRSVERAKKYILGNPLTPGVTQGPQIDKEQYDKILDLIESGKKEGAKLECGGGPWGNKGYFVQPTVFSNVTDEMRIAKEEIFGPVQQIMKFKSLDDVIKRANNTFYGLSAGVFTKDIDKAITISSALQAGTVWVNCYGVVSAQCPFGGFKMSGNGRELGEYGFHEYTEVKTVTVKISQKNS
Tau fluor cs: Counterscreen qHTS for Inhibitors of Tau Fibril Formation, Fluorescence Polarization | tau K18 P301L (four-repeat tau fragment) Alexa594 fluorescence, heparin fibrillization | Potency, µM (highest dose often 57.7 µM), inactives show top-dose activity change, negative = decrease | 0.93% of 280,000 active | AID 1463, 2008; further: on the % scale 0 is the no-effect control and ±100 the full control effect; nearly all actives have a fitted effect of over 55% in size
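Human K18 P301L tau (15 uM unlabeled plus 0.24 uM Alexa 594-labeled, final) in 100 mM sodium acetate pH 7 was mixed with compound and 20 uM heparin and incubated 6 hr at 37 C.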
GAA inh: qHTS Assay for Inhibitors of Human alpha-Glucosidase as a Potential Chaperone Treatment of Pompe Disease; AID 1466, 2008; 0.005% of 200,000 active; Lysosomal alpha-glucosidase (Homo sapiens), P10253; purified human GAA, 4-MU-alpha-glucoside fluorescence; Potency, µM (highest dose often 76.9 µM), inactives show top-dose activity change, negative = inhibition, hits mostly inhibitors;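 further: plate controls were uninhibited enzyme wells for no effect and no-enzyme background for full effect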
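Fluorogenic assay: 4 nM human alpha-glucosidase with 400 uM 4-methylumbelliferyl-alpha-D-pyranoside in 50 mM citrate/phosphate, 0.005% Tween-20, pH 5.0, 20 min at room temperature. Compounds tested up to 77 uM; AC50 from Hill fits.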
NPSR antagonist: qHTS Assay for Antagonists of the Neuropeptide S Receptor: cAMP Signal Transduction; 1% of 220,000 active; CHO-NPSR cells, cAMP TR-FRET, antagonist mode; Potency, µM (highest dose often 38.3 µM), for the others: at the top dose activity change, negative = inhibition, actives largely listed as inhibitors; Q6W5P4; AID 1461, 2008; further: on the % scale 0 is the no-effect control and ±100 the full control effect; nearly all actives have a fitted effect of over 50% in size; many of its hits are not listed in these tables
Epigenetic derep: Quantitative High-Throughput Screen for Regulators of Epigenetic Control | 0.2% of 280,000 active | murine LDR cells, GFP reporter derepression, 30 h | Potency, µM (top dose mostly 53.9 µM), for the others: at the highest dose GFP activation, hits mostly activators | AID 1865, 2009; further: % of control where 0% means no effect; nearly all actives have a fitted effect of over 60% in size
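Reporter derepression read as number of fluorescent GFP-positive objects, 20-120 um in size, counted by laser-scanning cytometer. Mouse LDR line with an epigenetically silenced CMV-GFP locus; compound incubation 30 h, 37 C.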
GLA spleen mod: qHTS Assay for Inhibitors and Activators of Human alpha-Galactosidase From Spleen Homogenate; Alpha-galactosidase A (Homo sapiens), P06280; human spleen homogenate, 4MU-alpha-Gal fluorescence, 40 min; Potency, µM (series often up to 80 µM), inactives show at the highest dose activity change, negative = inhibition, usual class: inhibitors; 0.008% of 240,000 active; AID 2107, 2009;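 further: 0% = enzyme with vehicle and -100% = no enzyme basal signal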
Target sequence (P06280 32-429 limits assumed): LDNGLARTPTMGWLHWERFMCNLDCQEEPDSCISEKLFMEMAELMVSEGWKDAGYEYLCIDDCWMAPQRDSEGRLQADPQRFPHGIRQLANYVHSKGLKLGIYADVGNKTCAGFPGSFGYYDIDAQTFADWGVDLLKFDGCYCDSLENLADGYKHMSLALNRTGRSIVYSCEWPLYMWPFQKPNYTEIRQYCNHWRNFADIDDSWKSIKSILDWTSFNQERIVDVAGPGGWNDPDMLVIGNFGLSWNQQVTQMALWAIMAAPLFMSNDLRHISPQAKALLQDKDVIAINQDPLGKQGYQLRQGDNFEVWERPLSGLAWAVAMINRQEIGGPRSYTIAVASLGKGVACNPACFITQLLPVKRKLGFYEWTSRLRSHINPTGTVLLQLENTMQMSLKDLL
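Human spleen homogenate (1 ug) was the enzyme source, with 4-methylumbelliferyl-alpha-D-galactopyranoside (1 mM final) in pH 5.0 citrate buffer with 0.01% Tween-20. Compounds were titrated; after 40 min at 37C, NaOH/glycine stop, 4-MU fluorescence read; AC50 from Hill fits.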
GAA glycogen mod: qHTS Assay for Inhibitors and Activators of Human alpha-Glucosidase Cleavage of Glycogen; AID 2100, 2009; 0.38% of 300,000 active; recombinant GAA, glycogen substrate, Amplex Red glucose oxidase fluorescence; Potency, µM (highest dose often 76.4 µM), inactives show at the top dose activity change, negative = inhibition, most hits filed as inhibitors; Lysosomal alpha-glucosidase (Homo sapiens), P10253;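 further: 0% = full enzyme reaction and -100% = no-enzyme basal signal; the screen sought inhibitors and activators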
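Recombinant human alpha-glucosidase (4 nM final) hydrolysed bovine liver glycogen (30 ug) for 40 min at 37 C in pH 5.0 citrate/phosphate with 0.01% Tween-20. Released glucose detected by glucose oxidase/Amplex Red, Ex 573/Em 610 nm. Compounds up to 77 uM; AC50 from Hill fits.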
aGlu spleen mod: qHTS Assay for Inhibitors and Activators of Human alpha-Glucosidase From Spleen Homogenate. human spleen homogenate, 4-MU-alpha-glucoside fluorescence. Potency, µM (highest dose often 79.9 µM), without a hit: top-dose activity change, negative = inhibition, hits mostly inhibitors. AID 2112, 2009. 0.006% of 240,000 active;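 further: 0% = enzyme with vehicle and -100% = no enzyme basal signal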
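Compounds were titrated against alpha-glucosidase in spleen homogenate at pH 5.0, with 1 mM 4-methylumbelliferyl substrate for 40 min at 37 C. Reactions were quenched with pH 10 NaOH/glycine and fluorescence measured.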
* marks the source's active call; other numbers are inactive results; ? = inconclusive; / = no result given; [ ] = remark or other dose. Unless noted, the call rests on the fitted dose curve; in most records, active means well fitted curve in the direction sought with a large enough effect; inconclusive means small, poorly fitted or top-dose-only effect, or another doubt; inactive means no such curve, though single readings can be large; an effect the other way counts as inactive or inconclusive. Potency means the concentration at half of the fitted maximal effect. Only part of the results is shown. The share of hits here may be higher or lower than overall.

SMILES	ALDH1A1 inh	Tau fluor cs	GAA inh	NPSR antagonist	Epigenetic derep	GLA spleen mod	GAA glycogen mod	aGlu spleen mod
O=C(CSCCSCC(=O)c1ccco1)c1ccco1	22µM*	-15%	-12%	-1%[46.1 µM]	0.0%	0%	-6%	-5%
CO/N=C/C(C#N)c1ncc(C(F)(F)F)cc1Cl (stereo unspecified)	7%	-7%	-4%	3%[46.1 µM]	2.1%	0%	?	-11%
COCCNC(=O)c1ccc2c(c1)nc(C)n2-c1cccc(F)c1	4%	11%	2%	1%[46.1 µM]	1.2%	4%	-14%	-1%
COc1cccc(OC)c1OCCN(C)C	?	1%	-3%	-14%[46.1 µM]	2.9%	10%	-7%	-3%
O=C(c1sc2ccccc2c1Cl)N(Cc1cccs1)C1CCS(=O)(=O)C1 (stereo unspecified)	?	-4%	-5%	-18%[46.1 µM]	-1.6%	-1%	4%	-19%
CN(C)C1=NC(=O)/C(=C\c2ccccc2)S1	-2%	0%	-3%	-7%	0.0%	-1%	2%	11%
COc1ccccc1C(=O)n1nc(C)cc1C	2%	10%	3%	-9%[46.1 µM]	-3.9%	9%	1%	1%
CC(=O)Nc1ccc2nc(-c3ccco3)[nH]c2c1	?	-2%	5%	-13%	-0.2%	4%	5%	-2%
O=C1c2cc(S(=O)(=O)NCCO)ccc2-c2ccc(S(=O)(=O)NCCO)cc21	25%	1%	?	5%	-0.4%	-3%	6%	-2%
CC1=C(C(=O)NCc2ccco2)C2(CCC(C)CC2)OC1=O (stereo unspecified)	?	-5%	12%	6%	-1.0%	6%	7%	2%
Cc1nnc(N(Cc2ccco2)C(=O)c2cccc(C#N)c2)s1	-3%	-4%	-3%	-3%[46.1 µM]	-1.0%	10%	-1%	-5%
O=C(CCc1ccccc1)Nc1nc2n(n1)C(c1ccccc1)CC(=O)N2 (stereo unspecified)	?	-5%	-10%	-9%[46.1 µM]	-4.3%	-4%	35%	4%
COc1cc(OC)c2c(O)c3c(c(-c4c5c(c(O)c6c(OC)cc(OC)cc46)CO[C@@H](C)[C@H]5O)c2c1)[C@H](O)[C@H](C)OC3	?	?	/	-21%	-0.2%	5%	-21%	0%
CN1CCN(S(=O)(=O)c2ccc(-c3ccc(Cl)cc3)cc2)CC1	-4%	-20%	-10%	1%[46.1 µM]	3.2%	5%	-1%	-7%
CC(=O)Oc1ccc2c(c1)cc(C)n2C	17%	-4%	-5%	-8%[46.1 µM]	-1.0%	-10%	0%	0%
O=S(=O)(Nc1nc2ccccc2nc1Nc1ccc2c(c1)OCCO2)c1cccs1	4%	?	?	-18%[46.1 µM]	0.8%	8%	3%	4%
COc1ccc(C(NC(=O)CC(C)C)NC(=O)CC(C)C)cc1OC	5%	-6%	7%	-2%[46.1 µM]	-0.9%	11%	5%	4%
CN=c1scc(-c2ccc(Cl)cc2)n1C	5%	3%	0%	-4%[46.1 µM]	1.0%	3%	17%	-4%
Cc1ccc(C2c3c(C)nn(-c4ccc([N+](=O)[O-])cc4)c3N=C3C(=O)Nc4ccccc4N32)cc1 (stereo unspecified)	9%	-26%	-4%	-16%	10%	2%	-12%	-23%
CCN(CC)C(=O)COc1ccc(C=O)cc1OC	?	9%	1%	18%	-3.0%	-5%	4%	6%
CCOc1ccc(C(=O)/C=C/c2cn(CN3CCN(C)CC3)c3ccccc23)cc1	?	13µM*[quencher]	-13%	-26%[46.1 µM]	0.0%	-3%	-7%	-14%
Cc1ccc(O)c(C2=Nc3ccccc3C2(C)C)c1	2%	-2%	2%	?	8.2%	8%	-5%	-2%
O=C(NCc1ccco1)c1cc(-c2ccc(Cl)cc2)on1	5%	2%	-5%	-5%[46.1 µM]	0.0%	-1%	-9%	-3%
O=C(Cc1ccc(F)cc1)NCCc1ccc(F)cc1	-1%	-3%	-1%	-9%[46.1 µM]	-1.0%	1%	2%	2%
CC(C)C[C@H](NC(=O)[C@H](O)[C@H](N)Cc1ccccc1)C(=O)O	7%	-4%	/	-1%[46.1 µM]	-1.2%	12%	/	15%
COc1cc(CN2CCNC(=O)C2CC(=O)N2CCc3ccccc3C2)cc(OC)c1 (stereo unspecified)	25µM*	6%	4%	-11%	3.8%	-3%	6%	-4%
COc1ccc(-c2nn(-c3ccccc3)cc2CN(C)CCn2ccnc2C)c(F)c1	/	-5%	/	-13%	0.0%	-1%	-12%	2%
Cc1[nH][nH]c(=O)c1C(c1c(C)[nH][nH]c1=O)c1cn(Cc2ccc(F)cc2)c2ccccc12	1.4µM*	-25%	-2%	3%	-1.9%	-3%	-5%	-8%
COc1nn(-c2nc(-c3ccccc3)cc(C(F)(F)F)n2)cc1[N+](=O)[O-]	13%	-8%	-11%	?	0.0%	3%	17%	3%
CC(=O)Nc1ccc(CN2CCCC(C(=O)c3cccc(C(F)(F)F)c3)C2)cc1 (stereo unspecified)	5%	-4%	/	4%	-0.1%	11%	11%	-18%
NNC(=O)Cn1cnc2ccccc21	-1%	2%	5%	11%	-1.3%	-4%	12%	-14%
O=C(CCn1c(=O)oc2ccccc21)Nc1cccc(Cl)c1	?	4%	-2%	-11%[46.1 µM]	0.0%	2%	0%	4%
O=C(OCCCN=C1NS(=O)(=O)c2ccccc21)c1ccccc1F	9%	-8%	5%	-27%[46.1 µM]	-2.0%	1%	1%	-1%
CCCOc1ccc2oc(=O)c3c(c2c1)CCCN3C(=O)CN1CCc2ccccc2C1	?	-17%	-15%	4%[7.67 µM]	-1.2%	-2%	-22%	-14%
CCOC(=O)Cc1csc(NC(=O)c2cccc(N3C(=O)CCC3=O)c2)n1	?	-14%	5%	-8%[46.1 µM]	1.0%	-7%	0%	-3%
CC(=O)Nc1ccc(N(CC(O)Cn2c3ccccc3c3ccccc32)S(=O)(=O)c2ccc(C)cc2)cc1 (stereo unspecified)	92%[activator]	?	-8%	-33%	-0.9%	-6%	-1%	-1%
COC(=O)C(Sc1nc(C)cc(C)c1C#N)c1ccccc1 (stereo unspecified)	5%	-13%	6%	?	-0.3%	-26%	-6%	-12%
O=C1CN(C(=O)COC(=O)CCCOc2ccccc2)c2ccccc2N1	?	-13%	-2%	7%	-5.3%	-1%	7%	-5%
N#C/C(=N\Nc1ccccc1)C(=N)N1CCCCCC1	/	-12%	/	25%	-2.0%	-2%	-1%	-7%
CCOC(=O)C(C)Sc1ncnc2nc[nH]c12 (stereo unspecified)	-3%	-4%	3%	11%	-1.0%	0%	-3%	0%

Molecules shown so far that contain an NH in an aromatic ring:
SMILES	ALDH1A1 inh	Tau fluor cs	GAA inh	NPSR antagonist	Epigenetic derep	GLA spleen mod	GAA glycogen mod	aGlu spleen mod
CC(=O)Nc1ccc2nc(-c3ccco3)[nH]c2c1	?	-2%	5%	-13%	-0.2%	4%	5%	-2%
Cc1[nH][nH]c(=O)c1C(c1c(C)[nH][nH]c1=O)c1cn(Cc2ccc(F)cc2)c2ccccc12	1.4µM*	-25%	-2%	3%	-1.9%	-3%	-5%	-8%
CCOC(=O)C(C)Sc1ncnc2nc[nH]c12 (stereo unspecified)	-3%	-4%	3%	11%	-1.0%	0%	-3%	0%

Continued.
SMILES	ALDH1A1 inh	Tau fluor cs	GAA inh	NPSR antagonist	Epigenetic derep	GLA spleen mod	GAA glycogen mod	aGlu spleen mod
CCOC(=O)N1CCN(C(=O)C(=O)NNC(=O)COc2ccc(Cl)c(C)c2)CC1	?	-4%	6%	9%	-1.0%	-1%	10%	-8%
COc1cccc(/C=C/C(=O)OCC(=O)NCc2ccco2)c1	?	-1%	-2%	8%	2.4%	-7%	5%	-11%
O=C(c1ccccc1F)N1CCCC(C(=O)N2CCN(c3ccccc3)CC2)C1 (stereo unspecified)	/	-17%	/	36%	1.8%	-2%	-11%	1%
CN(C)S(=O)(=O)c1ccc(Cl)c(C(=O)OCC(=O)NC(=O)c2cccn2C)c1	-9%	-9%	-12%	5%	-2.0%	-7%	4%	-1%
COc1ccccc1N(C)S(=O)(=O)c1ccc(C(=O)NC(C)(C)C)cc1	-3%	3%	1%	-24%[46.1 µM]	0.0%	2%	3%	-2%
CCOc1ccc(NS(=O)(=O)c2ccc3c(c2)oc(=O)n3C)cc1	-6%	2%	-5%	-8%[46.1 µM]	0.8%	4%	3%	1%
COC(=O)C1=C(NC(=O)c2ccccc2C)CCS1	?	-16%	-7%	-11%	2.3%	-5%	-3%	/
CN1CC(c2ccc(Cl)c(Cl)c2)[C@@]2(COc3ccccc3C2=O)[C@@]12C(=O)Nc1ccccc12 (stereo partly specified)	1%	-13%	-15%	?	-0.9%	-9%	-9%	-12%
O=C(O)c1n[nH]c2c1CCCC2	4%	5%	4%	-6%[46.1 µM]	0.0%	4%	6%	-1%
O=C(Cc1ccccc1)Nc1cccc(C(=O)N/N=C/c2ccco2)c1	?	-5%	1%	0%	0.0%	2%	-4%	2%
COc1ccccc1OCCC(=O)OCC(=O)NC(C)c1ccccc1 (stereo unspecified)	2%	-4%	-3%	15%	4.6%	-5%	0%	4%
CCOC(=O)c1cc(C)sc1/N=C/C1C(=O)CCCC1=O	-14%	-21%	4%	-1%	-1.0%	-1%	?	-2%
Cc1ccccc1Nc1c(-c2cccnc2)nc2ccc(Br)cn12	-5%	-15%	-11%	-31%	1.2%	-3%	?	2%
O=C(N/N=C/C1CC2CCC1C2)c1c[nH]c2ccccc12 (stereo unspecified)	14µM*	-22%	-1%	-5%	-1.0%	4%	-15%	5%
CC(=O)C1=C(c2ccc(Br)cc2)C(=O)c2ccccc2C1=O	-2%	?	-6%	?	0.0%	-2%	7%	0%
O=C1C=CC(=O)N1N(c1ccccc1)c1ccccc1	3.5µM*	3%	3%	-34%	8.2%	6%	5%	3%
CCn1c(SCc2cccc(F)c2)nc2c(c1=O)SCC2	14µM*	-12%	-3%	-28%	-1.5%	-1%	-9%	-3%
